From PubChem
PTAP TSG101 blk: blocks PTAP/TSG101 interaction to inhibit HIV-1 budding | Q99816 | Fluorescence polarization, FITC-PTAP peptide / Tsg101 binding | Potency, µM (top dose mostly 115 µM), for inactives: at the highest dose activity change, negative = inhibition, actives largely listed as inhibitors | 340,000 tested, under 10 active; active = well fitted inhibition curve with a large enough effect in the main read-out, with a control signal flat, not every such curve was filed as active; inconclusive = small, poorly fitted or top-dose-only effect, or effect the other way, or a change in a side signal; inactive = no such curve, though single readings can be large or run the other way; also: potency is read from the fitted curve at half-maximal effect; % of control where 0% means no effect
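Compounds were pin-transferred onto Tsg101 binding domain (10 uM final) in HEPES pH 7.5 buffer, then FITC-PTAP peptide was added at 50 nM final. After 20 min at RT, polarization reported peptide displacement across a qHTS concentration series.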
Mito fusion act: mitochondrial division inhibition or fusion activation; 0.23% of 320,000 active; S. cerevisiae fusion-defective mutant growth rescue, CellTiterGlo 48 h; AID 485298; Potency, µM (highest dose often 46.1 µM), for inactives: at the top dose growth rescue (activation), actives largely listed as activators;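 also: potency is read from the fitted curve at half-maximal effect; % of control where 0% means no effect; nearly all actives have a fitted effect of over 45% in size; temperature-sensitive fusion mutants such as fzo1-1 at 37 °C on non-fermentable ethanol glycerol medium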
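Temperature-sensitive fusion-defective S. cerevisiae (e.g. fzo1-1, mgm1-5) were grown with compound in YPEG medium (3% ethanol, 3% glycerol) for 48 hours at 37C. Growth rescue was measured as viability by CellTiterGlo luminescence after 10 minutes at ambient.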
TSHR antagonist: human thyrotropin receptor antagonism | TSHR-expressing cells, TSH-stimulated cAMP HTRF, 2 h; active compounds read low | activity change, negative = inhibition, % at 11.5 µM | 0.2% of 330,000 active;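 active = activity change below a set negative limit, meaning inhibition stronger than a set level, cut at about -70% in these data; inconclusive = activity change between two set negative limits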; also: % is scaled to controls: 0 for no effect and ±100 for the full control effect
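TSHR-expressing cells were treated with compounds, then stimulated with TSH at EC80 (4nM final) for 2 hours at 37 deg C. Cellular cAMP was measured by HTRF competition between lysate cAMP and cAMP-d2 for a cryptate-labelled anti-cAMP antibody.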
Chronic BCR inh: blocks chronic active B-cell receptor signaling; ABC-DLBCL IkBa-CBG/CBR reporter, luminescence ratio, 4 h; Potency, µM (titrated, usually from 46.1 µM), for inactives: top-dose ratio change, negative = lower green/red ratio, hits mostly inhibitors; 0.05% of 340,000 active; AID 493014; active = well fitted inhibition curve with a large enough effect in the signal ratio, with a control signal flat, not every such curve was filed as active; inconclusive = small, poorly fitted or top-dose-only effect, or effect the other way, or a change in a side signal; the % refers to the signal ratio;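 also: potency is read from the fitted curve at half-maximal effect; plate controls were basal doxycycline-induced cells for no effect and cells given 10 µM MG132 for full effect; MG132 reads +100%, hits lower the ratio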
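Compounds up to 46 uM were incubated four hours with TMD8 cells whose green CBG68 luciferase is fused to IkappaBalpha; red CBR luminescence normalised the signal, and concentration-effect curves were fitted to fusion, red and ratio data.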
B2AR arrestin: agonists driving beta-arrestin recruitment to human beta2-adrenergic receptor; P07550; beta-arrestin recruitment to beta2AR, cell-based reporter; Potency, µM (series often up to 46.1 µM), for the others: at the highest dose activation, usual class: activators; 0.02% of 330,000 active; AID 492947;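 also: potency is read from the fitted curve at half-maximal effect; 0% = DMSO controls and full agonism = EC100 isoproterenol or metaproterenol; nearly all actives have a fitted effect of over 65% in size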
Target sequence (P07550 whole entry, looked up): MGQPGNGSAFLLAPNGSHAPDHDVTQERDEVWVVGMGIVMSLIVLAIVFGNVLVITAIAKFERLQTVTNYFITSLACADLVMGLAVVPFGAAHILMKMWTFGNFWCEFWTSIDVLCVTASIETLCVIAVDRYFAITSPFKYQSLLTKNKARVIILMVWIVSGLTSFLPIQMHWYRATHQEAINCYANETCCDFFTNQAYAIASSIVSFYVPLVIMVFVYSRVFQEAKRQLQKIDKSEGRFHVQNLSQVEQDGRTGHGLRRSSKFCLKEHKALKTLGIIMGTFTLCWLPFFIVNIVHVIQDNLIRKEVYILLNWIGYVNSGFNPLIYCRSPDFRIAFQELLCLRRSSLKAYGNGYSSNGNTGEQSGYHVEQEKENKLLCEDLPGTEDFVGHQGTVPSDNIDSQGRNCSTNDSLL
TCR activator: T cell receptor activation; primary human leukocytes, anti-CD3, IL-2 HTRF, 48 h; Potency, µM (titrated, usually from 9.22 µM), without a hit: at the top dose activation of IL-2 secretion, hits mostly activators; 330,000 tested, under 10 active; AID 504894; also: % of control where 0% means no effect
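Activity was scored as IL-2 release from primary human leukocytes given only a TCR signal (a-CD3 beads) plus compound for 48 hr. Detection used a two-antibody HTRF format read at 665nm.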
USP2a inh: inhibitors of human ubiquitin-specific protease USP2a; O75604; USP2 core, Ub-CHOP2 coupled fluorogenic reporter, 485/531; Potency, µM (titrated, usually from 38.3 µM), inactives show top-dose activity change, negative = inhibition, hits mostly inhibitors; 0.01% of 330,000 active; AID 463254;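 also: potency is read from the fitted curve at half-maximal effect; plate controls were DMSO wells for no effect and full inhibition by NEM control for full effect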
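Deubiquitinase activity read as fluorescence (485/531 nm) after Ub-CHOP2 cleavage activates the enterokinase reporter on its substrate; USP2 core 10nM, Ub-CHOP2 and substrate 25nM each, 30min compound preincubation then 60min RT; data normalized to NEM, curves fitted.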
uPA generation: cell surface uPA generation inhibition | Potency, µM (series often up to 38.3 µM), inactives show at the highest dose activity change, negative = inhibition, actives largely listed as inhibitors | 0.31% of 330,000 active | AID 540303 | cell surface uPA generation assay, qHTS; active = well fitted inhibition curve with a large enough effect; inconclusive = small, poorly fitted or top-dose-only effect; inactive = no such curve, though single readings can be large or run the other way; tested in mouse RAW 264.7 cells; also: potency is read from the fitted curve at half-maximal effect; % is scaled to controls: 0 for no effect and ±100 for the full control effect; nearly all actives have a fitted effect of over 55% in size
Tb PFK block: inhibitors of T. brucei phosphofructokinase | O15648 | T. brucei PFK, ADP-Glo luminescence | Potency, µM (top dose mostly 57.5 µM), without a hit: top-dose activity, negative = inhibition, most hits filed as inhibitors | 0.17% of 330,000 active | AID 485367;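 also: potency is read from the fitted curve at half-maximal effect; 0% = uninhibited 1x PFK enzyme wells and -100% = no-enzyme wells; nearly all actives have a fitted effect of over 60% in size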
Target sequence (O15648 whole entry, looked up): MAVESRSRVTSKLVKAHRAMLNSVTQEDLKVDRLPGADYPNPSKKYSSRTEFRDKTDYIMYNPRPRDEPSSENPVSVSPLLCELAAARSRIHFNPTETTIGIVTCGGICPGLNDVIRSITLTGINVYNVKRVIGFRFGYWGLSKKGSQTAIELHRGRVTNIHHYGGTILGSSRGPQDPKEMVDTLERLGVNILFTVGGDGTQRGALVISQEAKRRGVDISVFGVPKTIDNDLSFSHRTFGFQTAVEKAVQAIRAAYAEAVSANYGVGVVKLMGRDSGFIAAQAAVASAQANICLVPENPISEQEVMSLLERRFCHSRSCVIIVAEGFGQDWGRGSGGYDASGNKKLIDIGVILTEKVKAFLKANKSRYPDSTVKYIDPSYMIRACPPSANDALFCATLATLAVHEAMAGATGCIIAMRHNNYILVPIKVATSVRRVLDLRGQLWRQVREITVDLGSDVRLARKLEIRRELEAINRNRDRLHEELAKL
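ADP-Glo luminescence quantified ADP after 45 min at room temperature, with 1.25 nM T. brucei PFK, 0.1 mM ATP and 0.5 mM fructose-6-phosphate in pH 8.0 TEA buffer. qHTS titrations up to 57 µM; curves classified by quality.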
ELG1 DNA repair: inhibitors of ELG1-dependent DNA repair in HEK293T cells; HEK293T ELG1-luciferase reporter, luminescence, 16 h; DNA damage induced by 5-fluorouridine; Potency, µM (highest dose often 46.1 µM), inactives show at the top dose activity change, negative = inhibition, actives largely listed as inhibitors; 2.3% of 330,000 active; also: potency is read from the fitted curve at half-maximal effect; % is scaled to controls: 0 for no effect and ±100 for the full control effect; nearly all actives have a fitted effect of over 55% in size
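Luminescence from the luciferase reporter, measured 30 min after ONE-Glo reagent at room temperature, was the read-out. Beforehand, 2,000 cells per well were exposed for 16 hr at 37 °C to 5-fluorouridine together with compound or vehicle.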
Eya2 phos inh: Eya2 (human) phosphatase inhibition | recombinant Eya2, OMFP fluorescence dephosphorylation (OMFP is methylfluorescein phosphate) | Potency, µM (series often up to 76.9 µM), inactives show at the top dose activity, negative = inhibition, hits mostly inhibitors | 0.006% of 330,000 active; also: potency is read from the fitted curve at half-maximal effect; % is scaled to controls: 0 for no effect and ±100 for the full control effect
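Eya2 protein (added as 0.2 uM solution) was preincubated with compound for 10 min at ambient temperature in 50 mM HEPES pH 7.5, 50 mM NaCl, 5 uM MgCl2, 0.05% BSA, 1 mM DTT. OMFP (added at 50 uM) then reacted 10 min; fluorescence read at 485/525 nm.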
* marks the source's active call; other numbers are inactive results; ? = inconclusive; . = not tested or not shown; [ ] = dose if it differs, or a comment. Unless noted, calls follow the shape of the dose curve; as a rule, active = well fitted curve in the direction sought with a large enough effect; inconclusive = small, poorly fitted or top-dose-only effect, or another doubt; inactive = no such curve, though single readings can be large; an effect the other way counts as inactive or inconclusive.

compound | PTAP TSG101 blk | Chronic BCR inh | TCR activator | B2AR arrestin | Tb PFK block | ELG1 DNA repair | USP2a inh | TSHR antagonist | Mito fusion act | uPA generation | Eya2 phos inh
COc1cc(/C=N/NC2=NS(=O)(=O)c3ccccc32)ccc1OC(C)=O | -5% | 2% | 11% | -1.0% | 2% | 5% | 3% | -6 | -21% | 2% | -8%
Cc1ccc2[nH]cc(CCNC(=O)c3ccc([N+](=O)[O-])cc3)c2c1 | -1% | 8% | 0%[46.1 µM] | -0.2% | 0% | ? | 4% | 13 | 12% | 17% | 3%
O=C(NNc1ccccn1)c1ccc(Cl)nc1 | -1% | 3% | 2%[46.1 µM] | -1.1% | -5% | 3% | 4% | -5 | -1% | 2% | -1%
O=C(CNC(=O)C1COc2ccccc2O1)N/N=C\c1ccccc1Cl (configuration not stated) | -6% | 6% | -4% | -0.1% | 5% | -1% | 5% | -12 | 12% | -2% | -9%
COCCNC(=O)c1ccccc1NC(=O)c1cc(OC)cc(OC)c1 | 3% | -2% | 1%[46.1 µM] | 0.1% | 5% | ? | -1% | 12 | 23% | -2% | 7%
CCCn1c(=N)n(CC(=O)OCC)c2ccccc21 | -2% | 0% | -1% | -0.3% | 1% | 5% | -3% | 7 | 0% | 0% | -16%
COc1cccc(NC(=O)CSc2nnc(Cn3nnc4ccccc43)n2C)c1 | -1% | -4% | 0%[46.1 µM] | -1.5% | -3% | 27% | 0% | -6 | -6% | -2% | -1%
CC1=CC(C)(C)Nc2ccc(OC(=O)CN3C(=O)c4cccc5cccc(c45)C3=O)cc21 | -5% | ? | 1% | 8.6% | 3% | -1% | 1% | 15 | 4% | -5% | -6%
CCCCn1c(N)c(N(CC(C)C)C(=O)c2oc3ccc(Br)cc3c2C)c(=O)[nH]c1=O | -5% | 3% | -1% | -0.1% | -8% | -1% | 2% | 5 | -3% | -3% | -1%
O=C(CN1C(=O)CSc2ccc(C(F)(F)F)cc21)Nc1ccccc1 | -3% | ? | -1% | 2.8% | 3% | 10% | 9% | 17 | 3% | 4% | -1%
Cc1ccc(Cl)cc1NS(=O)(=O)c1ccc(-n2cccn2)cc1 | 0% | 4% | 3% | -1.0% | 4% | 0% | 1% | 5 | -32% | -2% | 4%
CCOC(=O)c1[nH]c(C)c(/C=N/O)c1C | -1% | ? | 5% | 0.4% | 7% | ? | 0% | 6 | 1% | 4% | 5%[15.4 µM]
CCN(C[C@H]1N[C@@](CC)(C(=O)OC)[C@H]2C(=O)N(C)C(=O)[C@@H]12)C(=O)Nc1ccccc1 | 0% | 2% | 6% | -0.8% | 6% | 3% | 1% | -7 | . | -6% | -9%
COc1ccc(S(=O)(=O)N(C)CC(=O)Nc2ccc(C)cc2)cc1OC | 3% | 0% | 5% | -0.2% | -4% | 5% | -1% | 4 | 0% | -17% | -14%
COc1cc2cc(C(c3nnnn3C(C)(C)C)N3CCc4ccccc4C3)c(=O)[nH]c2cc1OC (configuration not stated) | -8% | ? | -6% | 0.4% | 2% | ? | 2% | 5 | 2% | ? | -8%
CCCc1nc(NCC2CCCO2)c2nnn(Cc3ccccc3)c2n1 (configuration not stated) | -8% | -2% | -3%[46.1 µM] | -0.3% | -3% | 26µM* | -3% | -3 | 13% | 11% | -7%
CCOC(=O)CSc1nnc(-c2ccc3ncccc3c2)n1C | -5% | -3% | 6% | -0.1% | -1% | 20% | -7% | -7 | 0% | -1% | 6%
COc1ccc(CCCc2nnc(SCC(=O)Nc3ncc(C)s3)o2)cc1 | -4% | 6% | 1% | -0.8% | -2% | ? | 3% | -1 | -3% | -2% | 12%
CCOc1cccc2cc(C(=O)NCc3cccnc3)c(=O)oc12 | -9% | 9% | . | 1.0% | 0% | 18% | 1% | 33 | -7% | 4% | 8%
Cc1cc(C)cc(OCC(=O)OCC(=O)NCCC2=CCCCC2)c1 | -1% | 0% | 2%[46.1 µM] | 0.1% | 0% | 9% | 1% | 2 | 0% | -4% | -5%

Part of the list above with just Eya2 phos inh and TSHR antagonist.
canonical_smiles | Eya2 phos inh | TSHR antagonist
CCOC(=O)CSc1nnc(-c2ccc3ncccc3c2)n1C | 6% | -7
COc1ccc(CCCc2nnc(SCC(=O)Nc3ncc(C)s3)o2)cc1 | 12% | -1
Cc1cc(C)cc(OCC(=O)OCC(=O)NCCC2=CCCCC2)c1 | -5% | 2

(further entries)
compound | PTAP TSG101 blk | Chronic BCR inh | TCR activator | B2AR arrestin | Tb PFK block | ELG1 DNA repair | USP2a inh | TSHR antagonist | Mito fusion act | uPA generation | Eya2 phos inh
COc1ccc(C(=O)Nc2cccc(S(C)(=O)=O)c2)cc1 | -5% | 0% | 12% | -0.2% | 1% | 13% | 3% | -3 | -2% | -9% | 5%
Cc1cc(C)n(-c2ncc(C#N)cn2)n1 | -1% | 1% | 2% | -0.5% | 0% | 6% | 4% | 7 | -3% | 2% | 9%
COc1cc2c(cc1NC(=O)c1ccco1)CCCC2 | 0% | ? | -5% | 0.3% | -6% | ? | -1% | -6 | 13% | -14% | -9%
Cc1ccc(NC(=O)c2cc(=O)c3ccccc3o2)c(C)c1 | -3% | 4% | 1%[46.1 µM] | -0.7% | -1% | ? | 1% | 3 | 20% | 8% | -7%
CCCOc1ccc(Cn2c(=O)oc3ccc(C)cc32)cc1OC | 0% | -16% | 5% | 0.1% | 5% | -7% | 0% | 3 | 0% | 4% | -7%
Cc1ncc([N+](=O)[O-])n1S(=O)(=O)c1cc(Br)ccc1Br | -7% | 6% | 3% | 0.0% | -2% | 1% | 4% | 24 | 2% | 16% | -11%
CN(C)c1ccnc(Oc2ccc(C(C)(C)C)cc2)c1C#N | -10% | 0% | 0% | 0.2% | -7% | ? | 3% | -8 | ? | ? | -31%
Cc1ccc(OCC(=O)NCc2ccco2)c([N+](=O)[O-])n1 | -2% | 1% | -3% | -0.1% | 19% | 11% | 0% | -3 | 0% | 0% | -1%
COc1cc(C2NC(=S)NC(c3ccccc3)=C2C(C)=O)ccc1O (configuration not stated) | -7% | 3% | 6% | 1.1% | -4% | 0% | 3% | 11 | -3% | 4% | -3%
CCc1ccc(CNC(=O)C2CCN(S(=O)(=O)N3CC(C)CC(C)C3)CC2)cc1 (configuration not stated) | 1% | 10% | 3% | -0.1% | -1% | 3% | 1% | 11 | 2% | -1% | -4%
COc1cccc(N(C(=O)c2ccco2)c2nc(-c3sc(NC(=O)c4ccco4)nc3C)cs2)c1 | -5% | ? | 3% | -0.2% | 1% | ? | -2% | -10 | 0% | ? | 0%
Nc1nonc1C(=O)OCC(=O)N1CCOCC1 | -3% | 1% | -1% | 0.2% | 2% | 2% | 1% | 9 | 1% | 3% | -8%
Cc1ccc(-n2ccc(=O)c(C(=O)Nc3ccc(S(=O)(=O)Nc4nccc(C)n4)cc3)n2)cc1 | 0% | -8% | -3% | -0.7% | -15% | -1% | -4% | -2 | -2% | 9% | -7%
Cc1nn(-c2ccccc2)c(NC(=O)c2cccs2)c(-c2ccccc2Cl)c1=O | 1% | -4% | -5% | -1.0% | 0% | 3% | 0% | 10 | 1% | -5% | 7%
O=C(O)c1cc(C2CC2)nn1-c1ccccc1 | -5% | -1% | 3% | 0.0% | 4% | -7% | -1% | -11 | -5% | 1% | 7%
CN(c1ccccc1)c1nc(N)c([N+](=O)[O-])c(Nc2ccccc2)n1 | -1% | ? | -1% | -1.0% | 1% | -7% | 4% | 18 | ? | -4% | 4%
Cc1cc(N2CCCCC2C)nc(-c2ccccc2O)n1 (configuration not stated) | -2% | 28% | -3% | -0.3% | -2% | ? | 0% | -7 | 15% | 0% | 4%
CC(C)(C#N)C(C)(C)c1nn[nH]n1 | -11% | 2% | . | -1.0% | -1% | -1% | -1% | -3 | -6% | . | 3%
COc1cc(NC(=O)Cn2c(=O)n(CC3CCCO3)c(=O)c3cc(OC)c(OC)cc32)cc(OC)c1 (configuration not stated) | -7% | 1% | 0% | 0.4% | 0% | ? | 3% | -3 | -3% | 10% | 8%
